Source: PubChem (Broad Institute)
ARNT TACC3 PPI: disruptors of human ARNT/TACC3 interaction | AID 623870 | inhibition, % at 9.99 µM | Q9Y6A5 | AlphaScreen His-ARNT PAS-B/GST-TACC3 binding, luminescence; TACC3 fragment carries E629A point mutation | 390,000 tested, 0.66% active;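 active = mean inhibition of replicates at least 50% and at least half of replicates each reaching 50%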;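 also: 0% = complete ARNT plus TACC3 wells and 100% = ARNT alone without TACC3; many hits fall short of the cut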
RAD52 anneal inh: blocks human RAD52 DNA annealing. P43351. recombinant RAD52 DNA annealing, FRET fluorescence. inhibition, % at 18.7 µM. 360,000 tested, 0.46% active;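 active = every replicate showing at least 50% inhibition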
ERAP1 HTS inh: blocks human ERAP1 aminopeptidase activity | 340,000 tested, 0.15% active | Q9NZ08 | inhibition, % at 10.7 µM | recombinant ERAP1, Leu-AMC fluorescence, 60 min | AID 652197;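 active = mean replicate inhibition of at least 30%, or all replicates individually reaching that 30% level; inactive = mean below 30% and not every replicate reaching it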;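 also: 0% = neutral control wells and 100% = L-leucinethiol positive control wells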
Xi reactivation: X-chromosome reactivation activator | XiGFP mouse fibroblasts, % GFP-positive cells imaging, 3 d; cells co-treated with 5-aza-dC sensitizer; scaled so ellipticine positive control = 100% | activation, % at 7.58 µM | 360,000 tested, 0.055% active;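 active = mean normalized replicate activation at least 10% and every replicate at or above 10%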;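 also: 0% = median of on-plate neutral control wells and 100% = ellipticine 6 µM median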
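Assay system: SV40-immortalized XiGFP fibroblast cells, line 68-5-11; buffer or medium: DMEM plus 5-aza-dC sensitizer; compound: one concentration, pinned; timing: compounds 3 days, fix/stain 15 min at room temperature; benchmarks: positive control ellipticine, 6 µM final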
F508del corr: correctors of CFTR F508del function in bronchial epithelial cells; CFBE cells, YFP halide quenching; stimulated with forskolin plus potentiator P3; % fluorescence drop versus neutral controls; activity (quench increase), % at 7.58 µM; 350,000 tested, 0.36% active; AID 720511;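 active = mean added fluorescence quench of at least 8% versus neutral control, with both replicates also reaching 8%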;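 also: cells transiently co-express mutant CFTR-F508del with the halide-sensitive YFP; corrector assay measuring rescue of mutant channel to the surface after 24 h compound exposure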
esBAF inh: SWI/SNF esBAF complex inhibition; mouse ES cells, Bmi1-luciferase knock-in reporter, 24 h; 100% = twice the neutral-well signal; reporter increase, % at 12.5 µM; 350,000 tested, 2% active; AID 602393; in the data active = activation above about 40%;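 also: 0% = median of the plate's neutral control wells and 100% = double that signal; a rise in the Bmi1 reporter signal indicates esBAF inhibition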
RAD54 branch: blocks human RAD54 Holliday junction branch migration; 360,000 tested, 0.14% active; inhibition, % at 10.4 µM; FAM/BHQ fluorescence; AID 602329; Q92698;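 active = mean normalized replicate activity at least 40 and at least half of replicates scoring 40 or more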;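 also: 0% = median of neutral control wells and 100% = median of positive control wells; inhibitors cause a drop in the FAM fluorescence signal; in these data hits start at about 50%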
Target sequence (Q92698 whole entry, looked up): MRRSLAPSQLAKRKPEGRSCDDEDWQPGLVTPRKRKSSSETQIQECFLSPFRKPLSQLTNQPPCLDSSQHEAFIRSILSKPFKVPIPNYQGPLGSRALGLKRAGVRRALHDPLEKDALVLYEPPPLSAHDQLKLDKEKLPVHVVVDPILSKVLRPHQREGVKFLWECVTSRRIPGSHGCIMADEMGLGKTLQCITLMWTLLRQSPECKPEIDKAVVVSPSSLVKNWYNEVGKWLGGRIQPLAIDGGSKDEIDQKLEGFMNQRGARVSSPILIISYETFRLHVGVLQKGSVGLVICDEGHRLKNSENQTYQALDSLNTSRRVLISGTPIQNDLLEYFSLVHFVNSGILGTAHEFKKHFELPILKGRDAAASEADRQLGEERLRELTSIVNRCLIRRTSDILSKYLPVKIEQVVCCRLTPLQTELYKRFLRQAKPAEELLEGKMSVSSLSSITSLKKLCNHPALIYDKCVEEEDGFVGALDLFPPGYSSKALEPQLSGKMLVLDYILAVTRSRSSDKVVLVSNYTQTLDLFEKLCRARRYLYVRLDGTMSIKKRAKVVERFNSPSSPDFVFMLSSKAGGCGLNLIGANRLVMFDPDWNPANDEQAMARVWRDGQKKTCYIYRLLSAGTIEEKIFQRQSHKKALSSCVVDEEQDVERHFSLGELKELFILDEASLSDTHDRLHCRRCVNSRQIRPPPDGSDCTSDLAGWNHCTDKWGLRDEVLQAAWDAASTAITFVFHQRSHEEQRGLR
INS-1E GSIS act: GLuc luminescence reporter in INS-1E cells, primary screen for activators of glucose-dependent secretion of insulin; INS-1E GLuc reporter insulin secretion, 2-3 h; AID 743287; activation, % at 16.6 µM; 370,000 tested, 0.61% active;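 active = lowest replicate activation of at least 40%, so every replicate reaches that level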;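 also: 0% = median of neutral control wells and 100% = median of IBMX positive control wells; some compounds called inactive have numbers as strong as hits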
Starred values were filed as active, the others as inactive; . = not tested or not shown; & = joins results of further samples.

SMILES	ARNT TACC3 PPI	RAD52 anneal inh	ERAP1 HTS inh	Xi reactivation	F508del corr	esBAF inh	RAD54 branch	INS-1E GSIS act
O=C(Cc1ccccn1)N1CCCCN2[C@H](CO)[C@H](c3ccc(C#Cc4ccccc4)cc3)[C@@H]2C1	0	-16	-2	0.2	-2.3	.	-2	5
CN(Cc1cccc(-c2cccnc2)c1)C(=O)Oc1ccc([N+](=O)[O-])cc1	.	-17	.	0.4	1.8	.	.	-34
CCCCCN1C(=O)c2ccccc2[C@@]2(C(=O)OCC)Cc3cc(OC)ccc3[C@@H]12	.	-6	-4	0.2	-0.6	.	.	2
O=P(Oc1ccccc1)(Oc1ccccc1)N1CCN(c2ccc(F)cc2)CC1	-5	-10	2	0.5	2.1	.	.	3
COC(=O)C1=C(c2c(C)noc2C)C[C@@H]2CC[C@H]1N2C(=O)N1CCCCC1	-2	-15	.	0.0	-1.8	0	-8	1
CCN1C(=O)CC(=O)N(CC)C1=S	.	-106	-1	0.0	-3.6	.	-6	-6
CCCN1CCC[C@H](c2cccc(O)c2)C1	1	11	-3	-0.1	6.9	-1	-2	.
O=C1C=C2c3ccccc3CC(C(=O)O)C2CC1 (centres undefined)	.	-3	16	0.1	2.5	.	.	2
COC(=O)[C@@]1(C#N)[C@@H]2C=CC(C(C)=O)=CN2[C@@H](C(N)=O)[C@@H]1c1ccc(F)cc1	13	-182	0	0.0	-1.0	.	.	-1
CCC(C)n1c(O)c(C=NCC2CCCO2)c(=O)[nH]c1=S (centres undefined)	-12	2	0	0.0	0.0	.	.	22
Cc1c(C=C2C(=O)N(C)C(=S)N(C)C2=O)c2ccccc2n1CC(=O)NCC1CCCO1 (centres undefined)	4	-76	0	0.2	3.0	-4	-12	5
CCCCn1c(O)c(C(C)=Nc2cccc(C(=O)O)c2)c(=O)[nH]c1=O	.	-29	-1	.	.	11	-29	2
COc1cc2c(cc1OC)C13CCN4CC5=CCOC(CC(=O)O)C(C5CC41)C3N2 (centres undefined)	2	-8	-1	0.1	0.1	.	.	19
Cc1ccc(OC(=O)N(C)C[C@@H]2OCc3cnnn3CCCC(=O)N([C@H](C)CO)C[C@H]2C)cc1	3	5&-3	0&-2	-0.1&-0.4	-1.3&-2.8	1&2	6&-4	26&4
CC1(C)C(C(=O)N2CCN(c3ccc(Cl)cc3)CC2)C1(C)C	4	-3	-1	0.0	-2.9	8	6	3
O=c1[nH]c(=O)n(-c2cccc(F)c2)c(O)c1/C=C1\C=Nc2ccccc21	.	-224	14	-0.1	-19	3	-43	-28
COC(=O)[C@@H]1[C@@H](CO)[C@@H]2Cn3c(ccc(-c4ccccc4F)c3=O)[C@H]1N2C(=O)C1CC1	-2	-7	0	0.5	0.9	-5	14	15
CC(C)CCOP(N)(=O)Oc1ccccc1 (centres undefined)	-1	-1	-2	0.0	0.4	-7	0	7
COc1ccc(-n2c(CN3CCOCC3)nc3ccccc3c2=O)c(OC)c1	-6	-4	-1	0.0	-3.0	7	-1	3
CC(C)(C)n1nnnc1C(C1CC1)N1CCC2(CC1)C(=O)NCN2c1ccccc1 (centres undefined)	.	-15	.	0.3	7.9	-4	1	-9
CC1CC2(C)C(CCC3C2CCC2(C)C(OP(=O)(N4CC4)N4CC4)CCC32)CC1=O (centres undefined)	13	-29	0	0.2	0.4	.	.	.
C/C=C/c1ccc([C@H]2[C@@H](CO)N3CCCCN(C(=O)Cc4ccncc4)C[C@@H]23)cc1	-3	-4	3	0.2	-0.6	-2	-12	-6
COc1cc2c(cc1OC)-c1c(OC)c(OC)cc3c1[C@H](C2)N(C)CC3	69*	76*	-1	0.0	1.2	-1	91*	8
Cc1cc(C)c(NC2=NCCS2)cc1C	.	1	1	-0.1	1.9	-9	1	-6
O=c1[nH]c2ccccc2n1C1CCN(C(c2cccc3ccccc23)c2nnnn2-c2ccc3c(c2)OCCO3)CC1 (centres undefined)	.	-10	1	-0.1	4.6	0	-5	-8
O=[N+]([O-])c1ccc(N2CCOCC2)c2ccncc12	6	-5	6	0.0	0.5	.	.	39
C[C@]12CCC3C(CC[C@H]4C[C@@H](O)CC[C@]34C)C1C[C@@H](O)[C@]2(C)O (some centres undefined)	-7	-13	3	0.1	-2.5	-3	-1	5
COc1ccc(C(c2nnnn2Cc2ccccc2)N2CCC3(CC2)C(=O)NCN3c2ccccc2)cc1 (centres undefined)	.	-9	.	0.3	0.3	3	-4	-13
COc1ccc(CCNCc2ccc(OC)c(OC)c2OC)cc1	-1	-6	-9	.	-0.4	5	-7	12
COc1ccc2c(c1)NP(=S)(c1ccccc1)N2 (centres undefined)	20	-68	5	0.0	3.7	44*	-8	14
CCC(N)Cc1c[nH]c2ccccc12 (centres undefined)	-5	-13	3	-0.1	2.3	-5	10	-9
CCCCn1nnnc1C(c1ccnc2ccccc12)N1CCC2(CC1)C(=O)NCN2c1ccccc1 (centres undefined)	.	-14	.	0.0	1.2	-3	4	12
Cc1cc(OC(C)C(=O)NCc2cccnc2)c2c3c(c(=O)oc2c1)CCC3 (centres undefined)	-5	-18	0	0.0	-2.6	4	4	10
O=C1NC(=O)C2(Cc3cc([N+](=O)[O-])ccc3N3CCN(C(=O)c4ccccc4)CC32)C(=O)N1 (centres undefined)	18	-21	6	0.1	-1.4	-7	11	-9
O=P(Nc1cccc(Cl)c1)(Oc1ccccc1)Oc1ccccc1	0	-10	-5	0.2	0.5	-1	-4	-25
O=C1NC(=O)N(c2ccc(F)cc2)C(=O)/C1=C/c1ccc(N2CCOCC2)cc1	1	-33	8	0.3	-2.0	4	8	-4
CC(CN1CCOCC1)OC(=O)Cc1ccccc1 (centres undefined)	3	-3	-4	0.1	3.0	.	.	2
CCOC(=O)CNC(=O)N1Cc2cc(-c3ccc(OC)cc3)ccc2-n2nncc2C1	.	-11	.	0.1	-1.0	11	11	-10
C=C1N2CCC(CC2)C1(O)c1ccc(C)c(C)c1 (centres undefined)	-3	.	.	.	.	3	-11	16
COC(=O)C1=C(c2c(C)noc2C)C[C@@H]2CC[C@H]1N2C(=O)N1CCC(O)CC1	-1	-5	.	0.0	-0.9	1	2	3
COc1ccc(OC(=O)N(C)C[C@@H]2OCc3ccccc3-c3c(n(C)c4ccccc34)C(=O)N([C@H](C)CO)C[C@H]2C)cc1	.	4	-2	-0.1	1.7	.	.	-5
CP(C)(=O)CCC(=O)O	-1	.	.	.	.	-6	-4	18
CCC(C)C12CN3CCN(CC(C)(C3)C1=O)C2 (centres undefined)	1	.	.	.	.	-8	-1	1
COc1ccc(NC2(C#N)CCCCC2)cc1	4	-15	.	0.0	-1.9	-7	6	18
C[C@]12C[C@H](O)[C@@H](O)C[C@@H]1CC[C@@H]1[C@@H]2CC[C@]2(C)C(=O)CC[C@@H]12	.	0	-1	.	-0.7	13	2	.
N#Cc1ccc(NC(=O)CN2CCN(C(=O)c3cccs3)CC2)cc1Cl	7	-19	-6	-0.1	0.8	-4	4	-17
COC(=O)C1=C(c2cccc(OCc3ccccc3)c2)C[C@@H]2CC[C@H]1N2C(=O)NCc1ccc(C(F)(F)F)cc1	-1	-11	-1	0.0	1.0	1	-3	-17
Cc1cc[n+](Cc2ccccc2)cc1	-2	-15	0	0.2	0.7	-8	-3	14
COc1cccc(CN2CCCCC2c2cccnc2)c1 (centres undefined)	-3	-4	-6	.	-0.5	-3	-2	6
CC(C)[C@@]1(NC(=O)[C@@H]2C[C@@H]3c4cccc5[nH]cc(c45)C[C@H]3N(C)C2)O[C@@]2(O)[C@@H]3CCCN3C(=O)[C@H](Cc3ccccc3)N2C1=O	2	-2	0	0.1	-2.0	3	13	.

A draw from above in order of SMILES length, descending:
SMILES	ARNT TACC3 PPI	RAD52 anneal inh	ERAP1 HTS inh	Xi reactivation	F508del corr	esBAF inh	RAD54 branch	INS-1E GSIS act
COC(=O)C1=C(c2cccc(OCc3ccccc3)c2)C[C@@H]2CC[C@H]1N2C(=O)NCc1ccc(C(F)(F)F)cc1	-1	-11	-1	0.0	1.0	1	-3	-17
COc1cccc(CN2CCCCC2c2cccnc2)c1 (centres undefined)	-3	-4	-6	.	-0.5	-3	-2	6
Cc1cc[n+](Cc2ccccc2)cc1	-2	-15	0	0.2	0.7	-8	-3	14
CP(C)(=O)CCC(=O)O	-1	.	.	.	.	-6	-4	18

(next part)
SMILES	ARNT TACC3 PPI	RAD52 anneal inh	ERAP1 HTS inh	Xi reactivation	F508del corr	esBAF inh	RAD54 branch	INS-1E GSIS act
CCOc1cc2c(cc1OCC)-n1cccc1C(c1ccccc1F)NC2 (centres undefined)	17	-11	1	0.0	0.1	-5	-5	-53
Clc1ccccc1CN1CCNCC1	-6	-16	4	0.0	-2.0	-5	-9	13
Cc1noc(C)c1CSCC(=O)Nc1ccc(C#N)c(Cl)c1	.	-4	-3	-0.1	-2.6	-1	.	-2
Cc1ccc(C2=NN(CCC(=O)N3CCC4(CC3)OCCO4)C(=O)CC2)cc1	-17	-2	3	0.0	-2.2	.	.	9
CCOC(=O)C(=O)NC1CCSC1=O (centres undefined)	-1	-11	-3	.	0.1	-7	2	17
CN=C(SCC(=O)c1cccc(Cl)c1)c1c(O)n(C)c(=O)n(C)c1=O	-1	-3	-1	0.1	1.4	.	.	2
C#CC[N+]1(C)[C@@H]2CC(OC(=O)C(CO)c3ccccc3)C[C@H]1C(O)C2 (some centres undefined)	-13	-5	0	0.0	-2.7	1	-7	-3
COc1ccc(OC(=O)N(C)C[C@@H]2OCc3ccccc3-c3c(n(C)c4ccccc34)C(=O)N([C@H](C)CO)C[C@@H]2C)cc1	.	-5	.	0.0&0.2	1.8	-1	-4	-23
CCn1ccnc1CN1CCCC(C(=O)c2cc(Cl)ccc2OC)C1 (centres undefined)	17	-7	-1	0.0	2.4	.	.	-16
O=c1[nH]c(=O)n(Cc2ccc(F)cc2)c(O)c1/C=N/Nc1ccccc1	3	-18	1	0.0	1.0	.	.	0
Nc1ccc(Cc2ccc(N)c(Cl)c2)cc1Cl	.	-4	2	.	-3.1	15	-6	-11
COC1=CC(=O)[C@]2(C=C1OC)OC[C@@H]1Oc3c(ccc4c3C=CC(C)(C)O4)C(=O)[C@@H]12	.	-18	-2	0.0	5.0	.	.	-38
COC(=O)c1cccc(NC(=O)N2C[C@H]3C[C@@H](C2)c2cccc(=O)n2C3)c1	-1	-4	1	.	0.6	-8	-16	0
Cc1ccc(Cn2cc(C=O)c(-c3ccc(F)cc3)n2)cc1	-8	-6	1	0.1	3.8	33	3	-20
Cc1ccc(-c2nc3ccccc3c(=O)n2-c2ccccn2)cc1	-1	-12	-4	-0.2	.	.	.	.
CCn1c(C)cc(/C=C2\C(=O)NC(=O)N(c3ccccc3C)C2=O)c1C	-3	-51	5	0.1	-0.9	.	4	1
Cc1ccc(-n2c(O)c(C=NCCC3=CCCCC3)c(=O)[nH]c2=O)cc1	-11	-10	9	0.0	-1.4	-3	-3	12
COc1cc2c(cc1OC)C(C1c3cc4c(cc3CCN1C)OCO4)OC2=O (centres undefined)	-2	-2	0	0.0	-7.2	8	1	9
Cc1nc(C)c(C(=O)NN=Cc2ccc(N(CCCl)CCCl)cc2)s1	-8	-9	-1	0.0	8.7*	.	.	-6
COC(=O)C1=C(c2c(C)noc2C)C[C@@H]2CC[C@H]1N2C(=O)N1CCC(C)CC1	-20	-11	.	0.1	0.2	2	1	34
Clc1ccccc1C1=NCc2nncn2-c2sc(Br)cc21	.	-17	.	0.4	2.0	.	-14	.

This is a subset (hit frequency here may not be typical).
